Screens (PubChem)
CHRM4 antagonist: blocks acetylcholine activation of human M4 receptor. P08173. CHO-hM4 cells, ACh EC80, Fluo-8 calcium fluorescence. inhibition, % at 3 µM. actives 0.73% (n = 360,000). AID 624125;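 active = inhibition above its plate's cutoff, the mean inhibition of sample wells plus 3 SD, cut at about 27% in these data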;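 also: 0% = acetylcholine EC80 with DMSO and 100% = DMSO without agonist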
M5 antag: antagonists of human muscarinic M5 receptor (CHRM5) | P08912 | CHO-hM5 cells, Fluo-8 calcium fluorescence, ACh EC80 | inhibition, % at 3 µM | actives 0.59% (n = 360,000);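 active = inhibition above a per-plate cutoff, the mean of that plate's test compounds plus 3 SD, cut at about 27% in these data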;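 also: 0% = acetylcholine EC80 with DMSO and 100% = DMSO without agonist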
Target sequence (P08912 whole entry, looked up): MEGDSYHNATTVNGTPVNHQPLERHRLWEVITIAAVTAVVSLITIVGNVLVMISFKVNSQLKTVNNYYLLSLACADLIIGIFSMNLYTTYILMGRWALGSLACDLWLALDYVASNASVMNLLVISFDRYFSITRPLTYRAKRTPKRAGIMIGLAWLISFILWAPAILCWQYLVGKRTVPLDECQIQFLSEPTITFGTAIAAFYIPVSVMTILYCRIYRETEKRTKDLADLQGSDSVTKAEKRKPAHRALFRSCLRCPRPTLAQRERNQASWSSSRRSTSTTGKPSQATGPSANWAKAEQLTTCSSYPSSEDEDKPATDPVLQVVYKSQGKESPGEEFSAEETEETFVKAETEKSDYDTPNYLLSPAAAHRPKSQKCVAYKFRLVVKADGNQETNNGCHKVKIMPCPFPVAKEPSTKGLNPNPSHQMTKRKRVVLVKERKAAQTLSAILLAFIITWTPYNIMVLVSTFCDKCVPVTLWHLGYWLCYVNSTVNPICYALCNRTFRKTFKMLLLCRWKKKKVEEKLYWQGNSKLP
M4 PAM: potentiates acetylcholine response at human M4 receptor; P08173; CHO-K1 hM4/Gqi5, Fluo-8 calcium fluorescence, ACh EC20; 0% = ACh EC20, 100% = maximal ACh; activation, % at 3 µM; actives 0.4% (n = 360,000);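 active = activation above its plate's cutoff, the mean activation of sample wells plus 3 SD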; also: some results filed as inactive read as strong as hits
M5 PAM: CHRM5 positive allosteric modulation | P08912 | actives 0.3% (n = 360,000) | activation, % at 3 µM | CHO-K1 hM5, Fluo-8 calcium, ACh EC20 PAM; 0% = ACh EC20, 100% = ACh EC100 | AID 624038;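 active = activation above the run cutoff, the mean activation of all test compounds plus 3 SD, cut at about 18% in these data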
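system = human M5 receptor in CHO-K1 cells | compound = one concentration, 3 µM final (nominal) | schedule = Post-acetylcholine fluorescence recording 140 s | signal = Fluo-8 calcium dye fluorescence, kinetic read | benchmarks = low control EC20 acetylcholine (0%), high control EC100 acetylcholine (100%) | repeats = singlicate, one well per test compound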
CHRM4 agonist: agonists of human muscarinic M4 receptor (CHRM4); activation, % at 3 µM; P08173; CHO-K1 hM4/Gqi5, Fluo-8 calcium fluorescence; vehicle 0%, full acetylcholine response 100%; actives 0.14% (n = 360,000);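 active = activation above the run mean over all test wells plus 3 SD, cut at about 32% in these data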;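 also: peak over basal fluorescence ratio per well then scaled between controls; 0% = DMSO wells and 100% = acetylcholine at EC100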
M1 PAM: positive allosteric modulators of human M1 muscarinic receptor; P11229; actives 0.088% (n = 360,000); AID 588819; activation, % at 3 µM; CHO-K1 hM1, Fluo-8 calcium fluorescence, ACh EC20; 0% = ACh EC20, 100% = maximal ACh; in the data active = activation above about 19%, passing the limit was not always enough
Target sequence (P11229 whole entry, looked up): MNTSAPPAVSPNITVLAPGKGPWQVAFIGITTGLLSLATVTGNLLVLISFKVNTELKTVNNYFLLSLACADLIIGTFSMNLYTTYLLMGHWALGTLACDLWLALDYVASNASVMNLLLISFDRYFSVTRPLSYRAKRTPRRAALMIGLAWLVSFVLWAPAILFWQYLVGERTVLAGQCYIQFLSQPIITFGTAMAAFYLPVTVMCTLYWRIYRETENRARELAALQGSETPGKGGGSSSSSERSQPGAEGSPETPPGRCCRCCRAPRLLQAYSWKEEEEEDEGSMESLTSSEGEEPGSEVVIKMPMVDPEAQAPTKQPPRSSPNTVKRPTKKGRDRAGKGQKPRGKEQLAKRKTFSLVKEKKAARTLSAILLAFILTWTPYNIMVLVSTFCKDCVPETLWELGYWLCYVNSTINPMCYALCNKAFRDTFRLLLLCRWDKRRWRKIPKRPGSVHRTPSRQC
CRFBP-R2 block: blocks CRF-induced signaling of the CRF-BP/CRF-R2 complex; actives 0.59% (n = 350,000); AID 588475; inhibition, % at 11.8 µM; HEK293 CRF-R2/CRF-BP, CRF-induced calcium fluorescence;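 active = inhibition of the ligand-induced calcium signal above about 50% at the single tested concentration, limit read from the data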
CHRM5 agonist: CHRM5 agonism in calcium assay; P08912; CHO-K1 hM5 cells, Fluo-8 calcium fluorescence; 0% DMSO wells, 100% maximal acetylcholine response; activation, % at 3 µM; actives 0.19% (n = 360,000); AID 624037;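 active = activation above the run's mean over test compounds plus 3 SD, cut at about 23% in these data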;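 also: signal is peak over basal fluorescence ratio across the kinetic read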
CRFBP-R2 agonist: CRF-BP/CRF-R2 complex agonism. HEK293 CRF-R2/CRF-BP, calcium dye fluorescence (FLIPR); percent of saturating CRF peptide response. activation, % at 13.2 µM. actives 0.46% (n = 350,000). AID 588473;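 active = activation of at least 50%, plus an integration ratio under a set limit after plate pattern correction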;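 also: plate controls were neutral control wells without compound for no effect and CRF at EC100 for full effect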
Numbers without * were called inactive; x = not tested or not shown.

Abbreviations – A = CHRM4 antagonist; B = M5 antag; C = M4 PAM; D = M5 PAM; E = CHRM4 agonist; F = M1 PAM; G = CRFBP-R2 block; H = CHRM5 agonist; I = CRFBP-R2 agonist
CCOc1ccc(CCNC(=O)CN2C(=O)NC(CCSC)C2=O)cc1OCC (stereo unspecified)
  A: 3	B: -11	C: -1	D: -3	E: 0	F: 9	G: 17	H: -2	I: -0.1

CCCCCOc1ccc(C(=O)Nc2ccc(N3CCOCC3)cc2N2CCOCC2)cc1
  A: -7	B: 0	C: 9	D: 0	E: 1	F: 0	G: 5	H: 0	I: -0.1

COc1ccc(C2CC(c3ccccc3)=NN2C(=O)COC(=O)c2nc3nccc(C)n3n2)cc1 (stereo unspecified)
  A: -3	B: 4	C: -2	D: 5	E: 3	F: 7	G: -13	H: 3	I: -0.3

O=C(CCCOc1ccccc1)Nc1nccs1
  A: 1	B: -1	C: 19	D: -2	E: 1	F: 7	G: -8	H: 1	I: -4.0

O=C(c1cc(COc2c(F)cccc2F)on1)N1CCN(C2CCCCC2)C(=O)C1
  A: 10	B: 22	C: -10	D: -9	E: 2	F: -7	G: -2	H: 0	I: -0.2

COc1ccccc1-c1sc2ccccc2c1-c1ccc(O)cc1
  A: -13	B: -9	C: 1	D: 2	E: -1	F: 6	G: 9	H: -1	I: 2.0

O=C(CSCCN1C(=O)c2ccccc2C1=O)Nc1ccc2ccccc2c1
  A: -14	B: -9	C: 15	D: 1	E: 4	F: -2	G: -8	H: 0	I: -0.2

CN(C)c1ccc(-c2n[nH]c(=S)n2-c2ccccc2)cc1
  A: 4	B: 3	C: 3	D: 5	E: 1	F: 6	G: -5	H: -1	I: -2.0

CC(C)OC(=O)C(C)Nc1n[nH]c(=S)[nH]c1=O (stereo unspecified)
  A: -5	B: -8	C: 5	D: 7	E: 0	F: 14	G: 3	H: 2	I: -1.6

Cc1ccc(NC(=O)CCSc2nnc3ccccn23)cc1
  A: -6	B: 5	C: 15	D: -2	E: 1	F: 11	G: 11	H: -3	I: -0.5

O=C(/C=C/c1ccc(F)cc1)OCC(=O)c1ccc[nH]1
  A: -5	B: -1	C: 1	D: 2	E: 4	F: 0	G: -4	H: -7	I: -0.6

CCc1nn(C(CC)C(=O)NCc2cccc(OC)c2)c(=O)c2cc3occc3n12 (stereo unspecified)
  A: -6	B: 12	C: 6	D: -5	E: 3	F: 9	G: -1	H: -6	I: -0.8

COc1ccc(CCNC(=O)CN(CCc2ccccc2)S(C)(=O)=O)cc1
  A: 12	B: 8	C: -3	D: -3	E: 2	F: 11	G: 0	H: 0	I: -1.4

Cc1ccc(NC(=O)c2cc(C)nc3ccccc23)cc1
  A: -5	B: 1	C: -2	D: 0	E: 4	F: 2	G: 13	H: -2	I: -2.8

COc1ccc(NC(=O)COC(=O)C2CC(=O)N(c3ccc(OC(C)C)cc3)C2)cc1 (stereo unspecified)
  A: -8	B: -2	C: 4	D: 3	E: 0	F: 12	G: -4	H: -1	I: 0.0

O=C(NCCN1CCC(n2c(=O)[nH]c3ccccc32)CC1)c1cccc(F)c1
  A: 5	B: 1	C: -6	D: -6	E: 2	F: x	G: x	H: -2	I: x

S=C1CCC(c2ccc(Cl)cc2)=NN1c1ccccc1
  A: -19	B: 5	C: 2	D: 0	E: 5	F: 3	G: -3	H: -6	I: 4.7

CCN(CC)c1ccc(C(=O)NC(=S)Nc2cc(S(=O)(=O)N3CCOCC3)ccc2-n2cncn2)cc1
  A: 8	B: -9	C: -1	D: 0	E: 0	F: 6	G: 3	H: -4	I: 2.2

O=C(CCN1C(=O)c2cccc3cccc(c23)C1=O)N1CCOCC1
  A: 15	B: 18	C: -15	D: -13	E: 20	F: -5	G: -3	H: 5	I: 1.4

COCCN1CCN(C(=O)c2ccc3oc(CCCc4ccccc4)nc3c2)CC1
  A: -12	B: -7	C: 3	D: 6	E: 2	F: 7	G: 0	H: -3	I: -1.2

COCCCNC(=O)C(=O)Nc1cc2c3c(c1)CCN3C(=O)CC2
  A: 0	B: 7	C: 1	D: -2	E: 0	F: 3	G: 24	H: -2	I: 0.3

CCOC(=O)c1c(C)[nH]c(C)c1C(=O)COC(=O)C1CC(=O)N(CCc2ccccc2)C1 (stereo unspecified)
  A: -3	B: 17	C: 0	D: -3	E: 3	F: 10	G: 5	H: -2	I: -0.4

CCN(Cc1ccccc1)S(=O)(=O)c1ccc(C(=O)N2CCN(c3nc4ccccc4s3)CC2)cc1
  A: 13	B: 2	C: -10	D: -4	E: 3	F: -9	G: 13	H: 0	I: -1.0

CCOc1ccc(NC(=O)CN(C)C(=O)c2ccccc2SCc2c(C)noc2C)cc1OCC
  A: -3	B: 3	C: -1	D: -5	E: 6	F: 2	G: 10	H: 1	I: -2.0

Cc1scc(C(=O)N/N=C/c2ccsc2)c1C
  A: 1	B: -1	C: 8	D: -3	E: 3	F: 6	G: 9	H: 1	I: 0.1

A stretch taken from the entries so far, as a working copy:
Abbreviations – A = CHRM4 antagonist; B = M5 antag; C = M4 PAM; D = M5 PAM; E = CHRM4 agonist; F = M1 PAM; G = CRFBP-R2 block; H = CHRM5 agonist; I = CRFBP-R2 agonist
CCOc1ccc(CCNC(=O)CN2C(=O)NC(CCSC)C2=O)cc1OCC (stereo unspecified)
  A: 3	B: -11	C: -1	D: -3	E: 0	F: 9	G: 17	H: -2	I: -0.1

CCCCCOc1ccc(C(=O)Nc2ccc(N3CCOCC3)cc2N2CCOCC2)cc1
  A: -7	B: 0	C: 9	D: 0	E: 1	F: 0	G: 5	H: 0	I: -0.1

(further entries)
Abbreviations – A = CHRM4 antagonist; B = M5 antag; C = M4 PAM; D = M5 PAM; E = CHRM4 agonist; F = M1 PAM; G = CRFBP-R2 block; H = CHRM5 agonist; I = CRFBP-R2 agonist
CC(=O)Nc1ccc(S(=O)(=O)N[C@@H](C)C(=O)OCc2cc([N+](=O)[O-])cc3c2OCOC3)cc1
  A: 0	B: 5	C: -5	D: -1	E: 1	F: 1	G: 4	H: -2	I: -1.6

CCOC(=O)C1(CCOc2ccccc2)CCN(Cc2ccc(OCC)c(CO)c2)CC1
  A: 8	B: 14	C: -7	D: -24	E: 12	F: -10	G: 12	H: -18	I: -0.1

CC1CCN(c2ccc3nnc(CCC(=O)Nc4ccc(F)c(F)c4)n3n2)CC1
  A: -3	B: 0	C: -1	D: 5	E: 0	F: 2	G: 20	H: -2	I: -0.1

Cc1cc(C)nc(/N=C(/NC(=O)c2ccccc2)Nc2ccccc2)n1
  A: -5	B: 0	C: 2	D: 1	E: 0	F: 8	G: -14	H: 0	I: 1.8

CC[C@]12c3[nH]c4cc(-c5ccco5)ccc4c3CCN1C(=O)[C@@H](CC(=O)NCCC1=CCCCC1)C[C@@H]2C(=O)N1CCN(C(=O)c2ccco2)CC1
  A: -6	B: -4	C: -2	D: -1	E: 0	F: 9	G: 5	H: 1	I: -3.5

N#Cc1ccc(OCC(=O)NC2CCCCCC2)cc1
  A: -2	B: 9	C: 0	D: -4	E: 2	F: 4	G: 7	H: -3	I: 7.0

O=C1C=CC(=O)N1Cc1ccccc1
  A: -8	B: -7	C: 9	D: 8	E: 2	F: 5	G: 11	H: 1	I: 0.1

CC(C)(C)C(=O)Nc1ccc(NC(=O)c2ccco2)nc1
  A: 1	B: 3	C: 5	D: 2	E: 2	F: 13	G: 7	H: -3	I: -0.5

CC1CCN(CCCNC(=O)c2ccc(N3CCCC3=O)cc2)CC1
  A: 0	B: 3	C: 2	D: -4	E: 0	F: 4	G: 7	H: -7	I: 0.0

Cc1ccc(C)c(NC(=O)CSc2nnc(-c3ccncc3)o2)c1
  A: 5	B: -1	C: 0	D: -2	E: 0	F: 5	G: -17	H: 1	I: -0.2

COc1ccc(C(=O)CC(=O)C(=O)Nc2c(C)cccc2C)cc1
  A: 15	B: 7	C: -3	D: 2	E: -1	F: 0	G: -13	H: -3	I: -1.1

NS(=O)(=O)c1ccc(NC(=O)c2cc(=O)c3ccccc3o2)cc1
  A: 9	B: 9	C: -3	D: -1	E: 0	F: -3	G: 0	H: -2	I: 0.2

FC(F)Oc1ccc(NC(=S)Nc2ccc3cn[nH]c3c2)cc1
  A: -1	B: -2	C: -2	D: 8	E: 3	F: 12	G: -8	H: 2	I: 0.2

CCOC(=O)C1CCN(C(=O)c2sc3nc(C)nc(N4CCC(C)CC4)c3c2C)CC1
  A: -11	B: -2	C: 0	D: -4	E: -3	F: -2	G: 31	H: -4	I: -2.8

COC(=O)c1ccc(Cn2cnc3c(cnn3-c3ccc(F)cc3)c2=O)o1
  A: 2	B: -2	C: -4	D: -5	E: 4	F: 1	G: 3	H: 5	I: -1.4

O=C(C1CCCN(S(=O)(=O)c2ccccc2)C1)N1CCCCCC1 (stereo unspecified)
  A: -9	B: 6	C: -20	D: -15	E: 13	F: -2	G: 1	H: 2	I: 3.6

CC1CCN(C(=O)c2ccccc2NC(=O)c2cccc(S(=O)(=O)N3CCOCC3)c2)CC1
  A: -1	B: 6	C: -1	D: -4	E: 0	F: 3	G: 22	H: -1	I: 4.2

CC(=O)Nc1ccc2c(c1)nc(CCN1CCN(C)CC1)n2C
  A: 0	B: -14	C: 9	D: 8	E: 1	F: 10	G: 9	H: 2	I: 0.4

O=C(CC(C(=O)O)c1ccccc1)c1cccs1 (stereo unspecified)
  A: -1	B: 12	C: 21	D: 6	E: 1	F: 6	G: 0	H: -6	I: 3.0

Cc1cc(/C=C(\C#N)C(=O)NCCc2c[nH]c3ccccc23)c(C)n1C
  A: -1	B: 6	C: -4	D: -4	E: 10	F: -4	G: -5	H: 1	I: -0.3

CC1CCN(Cc2cc(=O)oc3cc(O)c(Cl)cc23)CC1
  A: 3	B: 12	C: -11	D: -10	E: 22	F: -5	G: 7	H: 4	I: -0.1

Another view of part of the listing above.
Structure,CHRM4 antagonist,M5 antag,M4 PAM,M5 PAM,CHRM4 agonist,M1 PAM,CRFBP-R2 block,CHRM5 agonist,CRFBP-R2 agonist
O=C1C=CC(=O)N1Cc1ccccc1,-8,-7,9,8,2,5,11,1,0.1
CC(C)(C)C(=O)Nc1ccc(NC(=O)c2ccco2)nc1,1,3,5,2,2,13,7,-3,-0.5
CC1CCN(CCCNC(=O)c2ccc(N3CCCC3=O)cc2)CC1,0,3,2,-4,0,4,7,-7,0.0
Cc1ccc(C)c(NC(=O)CSc2nnc(-c3ccncc3)o2)c1,5,-1,0,-2,0,5,-17,1,-0.2
COc1ccc(C(=O)CC(=O)C(=O)Nc2c(C)cccc2C)cc1,15,7,-3,2,-1,0,-13,-3,-1.1
NS(=O)(=O)c1ccc(NC(=O)c2cc(=O)c3ccccc3o2)cc1,9,9,-3,-1,0,-3,0,-2,0.2
FC(F)Oc1ccc(NC(=S)Nc2ccc3cn[nH]c3c2)cc1,-1,-2,-2,8,3,12,-8,2,0.2
CCOC(=O)C1CCN(C(=O)c2sc3nc(C)nc(N4CCC(C)CC4)c3c2C)CC1,-11,-2,0,-4,-3,-2,31,-4,-2.8
COC(=O)c1ccc(Cn2cnc3c(cnn3-c3ccc(F)cc3)c2=O)o1,2,-2,-4,-5,4,1,3,5,-1.4
O=C(C1CCCN(S(=O)(=O)c2ccccc2)C1)N1CCCCCC1 (stereo unspecified),-9,6,-20,-15,13,-2,1,2,3.6
